Screening data as filed in PubChem BioAssay.
HUVEC tox IL1B: toxic to HUVEC cells under IL-1B stimulation | HUVEC cell count loss, Hoechst imaging, IL-1B stimulated | cell count reduction, % at 2 µM | hit rate 0.41% among 94,000;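 active = cell count reduction more than 3 SD above the screen-wide mean, cut at about 70% in these data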;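 note: normalized per plate to untreated control cells as the no-loss baseline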
Smad3 FoxH1 inh: blocks human Smad3 binding to FoxH1 peptide; inhibition, % at 25 µM; hit rate 0.29% among 88,000; TR-FRET Smad3/Dy647-FoxH1 peptide binding, europium anti-His; AID 630;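 active = compounds that reduce the energy-transfer binding signal between the protein and its labelled peptide by more than half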;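 note: 0% = Smad3 plus labelled peptide maximal FRET and 100% = peptide-only background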
F-actin modifier: modifiers of cytoskeleton assembly; hit rate 0.18% among 91,000; inhibition, % at 2 µM; HUVEC TNFa F-actin phalloidin imaging, high content;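 active = inhibition above the batch mean plus 3 SD and confirmed as a hit by visual image inspection, cut at about 30% in these data, passing the limit was not always enough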; note: strong numbers were not always called active
Pyk2 oligo antag: Pyk2 (human) oligomerization antagonism; Q14289; Q293 cells, Pyk2 FERM NanoBiT luminescence; active compounds read low; z-score (the deposit names both 25 µM and 10 µM); hit rate 0.83% among 99,000;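 active = Z-score of -3 or lower, scaled per plate to the spread of control and sample wells; inactive = z-score above -3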;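 note: negative z-score means lost luminescence so less FERM oligomerization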
Target sequence (Q14289 whole entry, looked up): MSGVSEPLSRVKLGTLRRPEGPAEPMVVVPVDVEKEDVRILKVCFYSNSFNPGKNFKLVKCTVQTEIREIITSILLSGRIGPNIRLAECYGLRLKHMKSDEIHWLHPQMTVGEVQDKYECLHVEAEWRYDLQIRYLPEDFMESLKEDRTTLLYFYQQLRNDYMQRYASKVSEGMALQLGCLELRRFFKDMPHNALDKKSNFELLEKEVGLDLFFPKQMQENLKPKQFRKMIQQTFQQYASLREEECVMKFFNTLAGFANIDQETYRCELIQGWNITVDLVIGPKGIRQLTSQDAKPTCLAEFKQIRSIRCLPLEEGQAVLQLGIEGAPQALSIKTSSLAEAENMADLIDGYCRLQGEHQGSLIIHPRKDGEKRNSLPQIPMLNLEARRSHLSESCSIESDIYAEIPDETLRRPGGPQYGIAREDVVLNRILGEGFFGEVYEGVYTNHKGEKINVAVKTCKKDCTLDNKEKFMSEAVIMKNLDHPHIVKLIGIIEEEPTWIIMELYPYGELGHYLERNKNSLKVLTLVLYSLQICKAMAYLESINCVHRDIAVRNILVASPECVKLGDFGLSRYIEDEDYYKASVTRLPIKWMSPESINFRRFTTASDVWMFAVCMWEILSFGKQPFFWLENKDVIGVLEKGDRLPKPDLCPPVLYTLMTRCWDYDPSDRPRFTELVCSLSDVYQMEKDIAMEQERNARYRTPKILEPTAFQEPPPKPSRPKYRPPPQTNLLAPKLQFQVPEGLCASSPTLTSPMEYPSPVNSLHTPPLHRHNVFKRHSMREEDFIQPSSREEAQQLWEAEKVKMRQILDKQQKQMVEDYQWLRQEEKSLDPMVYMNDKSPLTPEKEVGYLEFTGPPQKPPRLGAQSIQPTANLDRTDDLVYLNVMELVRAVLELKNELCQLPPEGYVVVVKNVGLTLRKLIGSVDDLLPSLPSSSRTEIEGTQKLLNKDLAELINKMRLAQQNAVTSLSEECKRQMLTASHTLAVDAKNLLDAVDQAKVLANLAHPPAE
VCAM1 TNFa inh: reduces TNF alpha induced VCAM1 expression in HUVEC; HUVEC TNFa-induced VCAM-1 immunofluorescence, high-content imaging; inhibition, % at 2 µM; hit rate 0.48% among 95,000;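 active = inhibition above the batch mean plus 3 SD, with images confirmed as a hit by eye, cut at about 37% in these data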;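 note: 0% = TNF-stimulated DMSO wells and 100% = unstimulated control wells; not every result past the cut was called active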
H69AR growth 86K: growth inhibitors of human H69AR lung tumor cells; AID 598; hit rate 6% among 85,000; viability, % at 10 µM; H69AR lung tumor viability, ATP luminescence, 72 h; active compounds read low;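 active = viability at or below 40%; inactive = viability above 40%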;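 note: multidrug resistant small cell line overexpressing MRP-1 efflux transporter; 100% = mean luminescence of untreated control wells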
TNFa cytotox: toxic to HUVEC cells under TNF alpha stimulation | HUVEC TNFalpha-stimulated, Hoechst cell count, imaging | cell count reduction, % at 2 µM | hit rate 0.17% among 93,000 | AID 848;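 active = cell count reduction exceeding the screen mean by over 5 SD, scaled to untreated wells per plate, cut at about 78% in these data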;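 note: cells counted after 24 h of TNF alpha exposure following the 1 h pretreatment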
HUVEC prolif 384: human endothelial cell proliferation inhibition; hit rate 1.1% among 86,000; viability, % at 10 µM (by protocol); HUVEC proliferation, CellTiter-Glo luminescence, 72 h; active compounds read low;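 active = viability at or below 30%; inactive = viability above 30%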;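 note: 100% = median luminescence of DMSO-only cell control wells on each plate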
Fibroblast inh: blocks proliferation of human lung fibroblasts; hit rate 1.1% among 85,000; AID 719; LL 47 human lung fibroblast viability, ATP luminescence; active compounds read low; viability, % at 10 µM;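 active = viability at or below 50% in the single dose screen; inactive = viability above 50%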;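 note: compound exposure lasted 72 h before the ATP readout; 100% = median luminescence of untreated cell-only wells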
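Times – overnight cell rest, 72 h compound treatment at 37 °C · Test system – human lung fibroblast line LL 47, low passage · Amount – 1,150 cells in each well · Controls – cell-only wells, no compound · Doses – 0.1% DMSO in all compound wells · Measured by – CellTiter-Glo luminescence · Buffer or medium – IMEM plus 15% FBS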
* marks the source's active call; other numbers are inactive results; . = not tested or not shown; [ ] = remark or other dose. This is a subset, so the mix of outcomes need not match the whole.

SMILES | HUVEC tox IL1B | Smad3 FoxH1 inh | F-actin modifier | Pyk2 oligo antag | VCAM1 TNFa inh | H69AR growth 86K | TNFa cytotox | HUVEC prolif 384 | Fibroblast inh
O=C(CSc1nnnn1C1CCCC1)N1CCCc2ccccc21 | 14 | 3 | 2 | -0.07 | 8 | 79 | -21 | 84 | 90
CSCC[C@H](NC(=O)OC(C)(C)C)c1nnc(SCC(N)=O)o1 | . | 3 | . | 1.2 | . | 89 | . | 103 | 100
C/C(=N\NC(=O)C(=O)Nc1cccc(C(F)(F)F)c1)c1ccc(Cl)s1 | 17 | . | 7 | 0.48 | 8 | . | -10 | . | .
O=C(Nc1ccc2c(c1)OCO2)c1cc2ncc(Br)cn2n1 | -29 | 9 | -1 | 0.44 | 8 | 85 | -1 | 78 | 93
Cc1ccc(-c2nnc(-c3ccccc3)o2)cc1Br | 11 | -3 | 10 | -0.06 | 3 | 102 | -12 | 107 | 109
O=C(NCc1ccco1)C(NS(=O)(=O)c1cccc2nsnc12)c1ccccc1 (stereo not drawn) | -17 | 8 | 1 | 0.23 | 10 | 87 | -25 | 90 | 100
COC(=O)C1=C(C)Nc2nc(-c3ccccc3)nn2C1c1ccc(C)o1 (stereo not drawn) | 10 | 4 | 2 | . | 6 | 77 | -7 | 92 | 99
Cc1cccc(NC(=O)CSc2nnc(CSc3nc(C)cc(C)n3)o2)c1 | 9 | 1 | 31 | 0.26 | 28 | 106 | -5 | 86 | 98
Cc1ccc(C(=O)N(CN2CCCC2=O)c2ccc(F)cc2)cc1C | 17 | 6 | -1 | 0.13 | 11 | 101 | -1 | 89 | 89
Cc1cc(NC(=O)c2cc3nc4c(c(C(F)(F)F)n3n2)CCc2ccccc2-4)no1 | . | 9[fluorescence artefact?] | . | . | . | 29* | . | 102 | 103
COc1ccccc1-c1noc(CCC(=O)Nc2cccc(C(F)(F)F)c2)n1 | . | -7 | . | -1.7 | . | 87 | . | 94 | 102
Cc1csc(NC(=O)CNS(=O)(=O)c2cccs2)n1 | 9 | -13 | -5 | -0.25 | -64 | 99 | -32 | 97 | 104
Cc1ccc(C)c2[nH]c(=O)c(CCNC(=O)c3ccc4c(c3)OCO4)cc12 | -6 | 2 | -2 | 0.66 | 7 | 83 | -7 | 89 | 81
COCCCNC(=O)c1ccc(CS(=O)(=O)c2ccc(OC)cc2)o1 | . | -6 | . | . | . | 92 | . | 102 | 96
CCC(=O)N1CCc2cc(Br)cc(S(=O)(=O)CCC(=O)NCc3ccco3)c21 | -22 | 6 | 2 | 0.36 | -17 | 84 | -17 | 95 | 107
COC(=O)Nc1ccc(Oc2ccccc2)cc1 | -54 | 9 | -2 | -1.3 | -11 | 100 | -11 | 94 | 98
O=C(NCc1cccc(C(F)(F)F)c1)C1CC(c2ccccc2[N+](=O)[O-])=NO1 (stereo not drawn) | 38 | . | -20 | . | -12 | . | 2 | . | .
COc1ccc(C2CC(c3ccc(F)cc3)Nc3nc(N)nn32)cc1OC (stereo not drawn) | -51 | -7 | -8 | . | 8 | 92 | -2 | 96 | 101
O=C(Nc1nc(-c2ccccc2)c(-c2ccccc2)o1)c1ccc(F)cc1 | -27 | . | -3 | 1.1 | 3 | . | -12 | . | .
Cc1nn2c3c(cnc2c1-c1ccccc1)C(=O)CC(c1ccco1)C3 (stereo not drawn) | -36 | -2 | . | -1.5 | 0 | 47 | -18 | 96 | 92

Next section, overlapping the part above by 2 compounds.
SMILES | HUVEC tox IL1B | Smad3 FoxH1 inh | F-actin modifier | Pyk2 oligo antag | VCAM1 TNFa inh | H69AR growth 86K | TNFa cytotox | HUVEC prolif 384 | Fibroblast inh
O=C(Nc1nc(-c2ccccc2)c(-c2ccccc2)o1)c1ccc(F)cc1 | -27 | . | -3 | 1.1 | 3 | . | -12 | . | .
Cc1nn2c3c(cnc2c1-c1ccccc1)C(=O)CC(c1ccco1)C3 (stereo not drawn) | -36 | -2 | . | -1.5 | 0 | 47 | -18 | 96 | 92
CCCCCCCc1c(C)nc(N2CCOCC2)[nH]c1=O | -21 | 11[fluorescence artefact?] | . | -0.39 | 0 | 100 | -28 | 115 | 101
CC(=O)Nc1ccc(-c2cc(-c3ccc(NC(C)=O)cc3)nc(-c3ccccc3)n2)cc1 | -54 | . | 28 | 0.34 | 13 | . | 16 | . | .
O=C(Nc1cnn(C23CC4CC(CC(C4)C2)C3)c1)c1cnn2cccnc12 | -24 | 3 | 16 | -0.36 | -6 | 81 | -15 | 86 | 100
O=C(Nn1cnc2ccccc2c1=O)c1ccccc1Cl | -25 | -11 | 8 | -0.03 | 4 | 102 | -9 | 102 | 100
CCOc1ccc(S(=O)(=O)N2CCN(C)CC2)c(C)c1C | -9 | 2 | . | -0.59 | . | 89 | . | 90 | 92
Cc1ccc(C)c(NC(=O)CSc2nnc(-c3ccccc3C)o2)c1 | -2 | 8 | 31 | 0.48 | 8 | 97 | -7 | 97 | 98
CCC(=O)Nc1cccc(-c2nnc(SCC(=O)NCc3ccco3)n2C)c1 | -7 | . | 44 | 0.61 | 5 | . | -14 | . | .
O=C(C1CC1)N(CCc1ccccc1)Cc1nc2ccccc2c(=O)[nH]1 | -33 | 5 | -20 | 0.84 | -2 | 97 | 18 | 102 | 101
CCOC(=O)CSc1nc2nc(C)cc(C)n2n1 | . | -5 | . | . | . | 96 | . | 104 | 97
CCC1C2CN(C(C)=O)CC=C2C(C#N)=C(N)C1(C#N)C#N (stereo not drawn) | 3 | 6 | 1 | 0 | 5 | 88 | -20 | 91 | 97
Cc1ccc(NC(=O)c2ccco2)c(NC(=O)CN2C(=O)c3ccccc3C2=O)c1 | -6 | 1 | 6 | -0.84 | -5 | 90 | -28 | 88 | 109
Fc1cccc(-c2cc3nc4c(c(N5CCN(c6cnccn6)CC5)n3n2)CCCC4)c1 | 24 | 1 | 22 | . | -5 | 75 | -13 | 110 | 102
CCCC(C(=O)NCc1ccco1)N(C(=O)CNS(=O)(=O)c1ccccc1)C1CCCC1 (stereo not drawn) | -33 | 0 | 1 | 0.63 | -10 | 75 | 0 | 89 | 89
CCCCCC(=O)Nc1ccccc1N1CCN(c2ccccc2)CC1 | -7 | 1 | 5 | -2.2 | 6 | 98 | -18 | 126 | 83
CS(=O)(=O)NCc1nnc(SCC(=O)NC2CCCCC2)n1-c1ccc(F)cc1 | 20 | -9 | 2 | 0.62 | 1 | 100 | 7 | 97 | 100
CCN(CC)c1ccc(C2C(C(=O)OCCOC(C)C)=C(C)NC3=C2C(=O)CCC3)cc1 (stereo not drawn) | 2 | -7 | . | -1.6 | 11 | 104 | -20 | 99 | 91
O=C1c2cccnc2C(=O)N1CO | 12 | -4 | -19 | 0.81 | 8 | 92 | -22 | 99 | 101
c1ccc(CCNc2ncnc3c2cnn3-c2ccccc2)cc1 | -22 | 5 | -10 | -1.9 | -4 | 74 | 5 | 96 | 111
Cc1ccc(-c2nn(-c3ccccc3)c3[nH]c(=O)c(CNCc4ccccc4)cc23)cc1 | -7 | 10 | -13 | -0.06 | 9 | 92 | -20 | 4.8* | 72
COc1cc2nc(-c3cccs3)oc(=O)c2cc1OC | -10 | -1[fluorescence artefact?] | 1 | 0.7 | 16 | 90 | -22 | 87 | 99
O=C(O)c1ccc(NS(=O)(=O)c2ccc(Cl)cc2)cc1 | 6 | 5 | -5 | 0.39 | 6 | 101 | -6 | 100 | 104
CCN1CCCC1CNC1=NCCCCC1 (stereo not drawn) | 2 | -2 | 14 | 0.49 | 4 | 83 | -8 | 102 | 104
C1=C(c2ccccc2)N2CCN=C2S1 | -7 | 17 | -9 | 0.98 | 2 | 98 | . | 88 | 112
O=C(NNC(=S)NC(=O)c1ccccc1[N+](=O)[O-])c1ccccc1 | 8 | 6 | 1 | 1.8 | 15 | 25* | -9 | 73 | 92
Cc1nnc(NC(=O)CSc2nnc(CNC(=O)c3ccccc3)n2-c2ccccc2)s1 | -20 | -2 | 1 | . | 12 | 89 | -39 | 96 | 92
CCC(CC)C(=O)NCCc1ccc(S(N)(=O)=O)cc1 | -8 | -4 | 5 | 1.2 | 10 | 96 | -6 | 88 | 103
CC1=C(C(=O)Nc2cccnc2)C(c2ccc3c(c2)OCO3)C2=C(CCCC2=O)N1 (stereo not drawn) | -8 | 10 | . | 1.5 | 10 | 90 | -7 | 89 | 99
CC(C)(C)C(=O)c1cnc(Nc2ccccc2)s1 | 2 | -3 | -8 | -1.6 | 11 | 55 | -14 | 84 | 93
CCC(Sc1ccc(C(=O)O)cc1)C(=O)O (stereo not drawn) | -1 | -8 | 1 | 0.91 | -8 | 99 | 8 | 87 | 112
COc1ccc(CCNC(=O)Cc2ccc(OCc3ccccc3)c(OC)c2[N+](=O)[O-])cc1OCc1ccccc1 | -9 | . | 1 | 0.36 | 5 | . | -11 | . | .
CCC(C)NC(=O)CC(c1ccc(OC)cc1)n1cccc1 (stereo not drawn) | -19 | 5 | -8 | 0.95 | 2 | 90 | -1 | 105 | 96
CC(=O)Nc1ccc(SC(C)C(=O)NC(N)=O)cc1 (stereo not drawn) | -9 | . | 13 | 0.52 | -12 | . | -16 | . | .
CCc1ccccc1NC(=O)CN(C)S(=O)(=O)c1ccc2c(c1)c(=O)n(C)c(=O)n2C | 12 | -5 | -9 | . | 14 | 89 | 2 | 104 | 95
OCCCc1nc2n(n1)C(c1ccccc1)C=C(c1ccccc1)N2 (stereo not drawn) | 13 | -6 | -16 | . | 11 | 91 | -9 | 113 | 106
Cc1noc(NS(=O)(=O)c2ccc(NC(=O)CSc3nc4c(cc3C#N)CCCC4)cc2)c1C | . | -1 | . | . | . | 90 | . | 98 | 115
COc1ccc(Oc2nc3ccccc3n(C)c2=O)cc1 | 0 | . | -20 | 0.07 | -4 | . | -5 | . | .
Cc1cc(C)c2[nH]c(=O)c(CN(C(=O)C3CCCO3)C3CCCC3)cc2c1 (stereo not drawn) | -11 | -1 | 6 | . | -26 | 103 | 15 | 96 | 92

Record cards, as listed above. Order of values: HUVEC tox IL1B, Smad3 FoxH1 inh, F-actin modifier, Pyk2 oligo antag, VCAM1 TNFa inh, H69AR growth 86K, TNFa cytotox, HUVEC prolif 384, Fibroblast inh
Listed for CCC(CC)C(=O)NCCc1ccc(S(N)(=O)=O)cc1 = -8, -4, 5, 1.2, 10, 96, -6, 88, 103
Listed for CC1=C(C(=O)Nc2cccnc2)C(c2ccc3c(c2)OCO3)C2=C(CCCC2=O)N1 (stereo not drawn) = -8, 10, ., 1.5, 10, 90, -7, 89, 99

Structural class: the entries above containing a tert-butyl group.
SMILES | HUVEC tox IL1B | Smad3 FoxH1 inh | F-actin modifier | Pyk2 oligo antag | VCAM1 TNFa inh | H69AR growth 86K | TNFa cytotox | HUVEC prolif 384 | Fibroblast inh
CSCC[C@H](NC(=O)OC(C)(C)C)c1nnc(SCC(N)=O)o1 | . | 3 | . | 1.2 | . | 89 | . | 103 | 100
CC(C)(C)C(=O)c1cnc(Nc2ccccc2)s1 | 2 | -3 | -8 | -1.6 | 11 | 55 | -14 | 84 | 93
